Screening results deposited in PubChem BioAssay by Southern Research Specialized Biocontainment Screening Center.
H1N1 NS1A inhibition: NS1A inhibition, H1N1 influenza, cell based functional assay (AID 504329). NS1A functional cell-based assay, percent inhibition; higher % means a stronger effect. inhibition, % at 12.5 µM, or IC50 in µM where a hit was titrated. actives 0.3% (n = 340,000); in the data active = a potency from the dose series; inconclusive = inhibition above about 27% without an active follow-up result; also: strong numbers were not always called active
H37Rv inhibition: M. tuberculosis growth inhibition, HTS (AID 449762); one-dose inhibition, % at 25 µM; IC50 in µM for titrated hits; actives 0.59% (n = 330,000); M. tuberculosis H37Rv growth inhibition, 7H9 media; higher % means a stronger effect; in the data active = a potency from the dose series; inconclusive = inhibition above about 70% without an active follow-up result;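 also: bacterial growth assessed after seven days of incubation; strong numbers were not always called active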
M. tuberculosis: growth inhibition of non-replicating M. tuberculosis (AID 488890); inhibition, % at 25 µM, or IC50 in µM where a hit was titrated; Mycobacterium tuberculosis non-replicating, growth inhibition; higher % means a stronger effect; actives 0.39% (n = 320,000); in the data active = a potency from the dose series; inconclusive = inhibition mostly from about 82% at the one dose, without a potency; inactive = the rest, 99 in 100 with inhibition below about 76%;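 also: plate controls were DMSO cells for no effect and high antibiotic wells for full effect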
inhibitors of VEEV: inhibitors of VEEV TC-83 cytopathic effect, confirmation, Vero cells (AID 588727); Vero cells, VEEV TC-83 cytopathic effect inhibition; higher % means a stronger effect; inhibition, % at 20 µM; hits with a dose series show IC50 in µM; actives 0.13% (n = 350,000); in the data active = a potency from the dose series; inconclusive = inhibition mostly from about 14% at the one dose, without a potency; inactive = the rest, 99 in 100 with inhibition below about 12%; also: strong numbers were not always called active
Salmonella PhoP GFP: PhoP regulon inhibitors, Salmonella typhi PhoP promoter GFP reporter, confirmatory (AID 1850); Salmonella Typhi PhoP-promoter GFP reporter, fluorescence, 4 h; higher % means a stronger effect; inhibition, % at 50 µM; hits with a dose series show IC50 in µM; actives 0.33% (n = 310,000); in the data active = a potency from the dose series; inconclusive = inhibition mostly from about 25% at the one dose, without a potency; inactive = the rest, 99 in 100 with inhibition below about 19%;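 also: 0% = induced wells with vehicle and 100% = uninduced wells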
inhibitors of VEEV 10K pilot screen: recorded beside inhibitors of VEEV, whose call it bears; inhibition, %; measured here: 10K pilot screen inhibition
Numbers without * were called inactive; i = inactive; ? = inconclusive; / = not tested or not shown.

Start of the listing, in advance, five compounds:
SMILES | H1N1 NS1A inhibition | H37Rv inhibition | M. tuberculosis | inhibitors of VEEV | Salmonella PhoP GFP | others
O=C(NCC1CCCO1)C(c1ccc(F)cc1)N(Cc1ccc2c(c1)OCO2)C(=O)c1ccc(CN2CCOCC2)o1 (stereo not drawn) | -5% | 7% | 7% | 0.5% | 5%
CCCCC(=O)Nc1ncc([N+](=O)[O-])s1 | -5% | -7% | 4% | 1.7% | -7%
CC(=O)N1c2ccc(S(=O)(=O)N3CCC(C(=O)NCc4ccc(Cl)cc4)CC3)cc2CC1C (stereo not drawn) | 13% | 5% | 20% | i | -12%
CCC(CC)C(=O)N1N=C(c2ccc(NS(C)(=O)=O)cc2)CC1c1ccc(C)cc1 (stereo not drawn) | -11% | 9% | 14% | 1.4% | 7%
COc1ccc(CC(=O)N2CCC(Nc3nc4ccccc4n3Cc3ccc(F)cc3)CC2)cc1 | 2% | -3% | 35% | i | 8%

The listing, repeating the preview:
SMILES | H1N1 NS1A inhibition | H37Rv inhibition | M. tuberculosis | inhibitors of VEEV | Salmonella PhoP GFP | others
O=C(NCC1CCCO1)C(c1ccc(F)cc1)N(Cc1ccc2c(c1)OCO2)C(=O)c1ccc(CN2CCOCC2)o1 (stereo not drawn) | -5% | 7% | 7% | 0.5% | 5%
CCCCC(=O)Nc1ncc([N+](=O)[O-])s1 | -5% | -7% | 4% | 1.7% | -7%
CC(=O)N1c2ccc(S(=O)(=O)N3CCC(C(=O)NCc4ccc(Cl)cc4)CC3)cc2CC1C (stereo not drawn) | 13% | 5% | 20% | i | -12%
CCC(CC)C(=O)N1N=C(c2ccc(NS(C)(=O)=O)cc2)CC1c1ccc(C)cc1 (stereo not drawn) | -11% | 9% | 14% | 1.4% | 7%
COc1ccc(CC(=O)N2CCC(Nc3nc4ccccc4n3Cc3ccc(F)cc3)CC2)cc1 | 2% | -3% | 35% | i | 8%
CCOC(=O)C(C)Sc1nc2c(cnn2-c2ccc(C)cc2)c(=O)[nH]1 (stereo not drawn) | 4% | 1% | 8% | i | -6%
CCN(CC)S(=O)(=O)c1ccc2c(c1)oc(=O)n2CC(=O)NC1CCCCC1 | 1% | 3% | -5% | 0.6% | 4%
CS(=O)(=O)N1CCN(C(=O)c2csc3ccccc23)CC1 | -6% | -1% | -7% | 2.3% | 2%
C/C(N)=C(/C#N)C(=O)CSc1nc2scc(-c3ccccc3)c2c(=O)n1C | -3% | 5% | 51% | 9.7% | -9%
CCN(c1ccc(C)cc1C)S(=O)(=O)c1nnc(NC(=O)c2ccco2)s1 | 6% | 48% | 67% | 4.7% | -7%
O=C(O)/C(=C/c1cccnc1)NC(=O)c1ccccc1 | 2% | 0% | -6% | 0.2% | -8%
COc1ccc2c(c1)n([O-])c1c([n+]2=O)CCC1 | / | 3% | 5% | / | 7%
O=C1OC(c2ccc(Cl)cc2)=C/C1=C/c1cccnc1 | -22% | 7% | 47% | i | 0%
CN1CCN(S(=O)(=O)c2cccc(C(=O)Nc3sc4c(c3C(N)=O)CCCC4)c2)CC1 | -10% | 7% | 2% | i | -5% | inhibitors of VEEV 10K pilot screen=3.2
C=CCc1c(C)nc(-c2ccccc2)nc1Nc1ccc(O)cc1 | 13% | 17% | 17% | 6.6% | 0%
CC12CCCc3c(O)cc(=O)n(c31)-c1ccccc12 (stereo not drawn) | -7% | -11% | -10% | 0.8% | -11%
CN(c1ccccc1)S(=O)(=O)c1ccccc1Br | 2% | -7% | 26% | i | /
CCCS(=O)(=O)N1CCN(C(=O)c2cccc(OC)c2)CC1 | -3% | 0% | -14% | i | 5%
O=C(NCc1cccnc1)C(=O)NCC1OCCN1S(=O)(=O)c1cc(F)ccc1F (stereo not drawn) | 2% | -6% | 0% | i | 5%
CC(C)(C)c1ccc(-n2ncc3c2CCCC3NC(=O)CN2CCCC2=O)cc1 (stereo not drawn) | -4% | -2% | 21% | 1.9% | 10%
CCCn1nnc(NC(=O)COc2ccccc2Cl)n1 | 2% | -5% | / | i | -16%
Cc1cc(C)c2c3c(sc2n1)C(=O)N(c1ccccc1)CC(=O)N3 | 0% | -5% | -18% | 1.2% | 4%
CN(C)c1ccnc2sc3c(=O)n(-c4ccccc4)cnc3c12 | -4% | 2% | -8% | 2.2% | 2%
O=c1c2c(-c3ccc([N+](=O)[O-])cc3)csc2nc2n1CCC2 | 6% | ? | 45% | 8.2% | 8%
Cc1cccc(NC(=O)COC(=O)Cc2c[nH]c3ccccc23)c1C | 6% | 7% | / | 0.8% | -4%

The list continues.
SMILES | H1N1 NS1A inhibition | H37Rv inhibition | M. tuberculosis | inhibitors of VEEV | Salmonella PhoP GFP | others
OCCCc1ccc(O)c(O)c1 | 14% | -7% | -1% | i | 0%
Cc1ccc(N=Cc2ccc[nH]2)c(O)c1 | 13% | 3% | 19% | 1.6% | -9%
COc1ccc(CNC(=O)CN(C(=O)CCC(=O)Nc2ccccn2)c2cccc(C)c2C)cc1 | -4% | 3% | -9% | 8.3% | -7%
COC(=O)c1c(C)oc(C)c1S(=O)(=O)NC(C)(C)C | 1% | -2% | -10% | i | 9%
CN(Cc1ccccc1Cl)C(=O)c1cnccc1C(F)(F)F | -1% | 0% | -15% | i | -2%
COc1ccc(CCNS(=O)(=O)c2ccc3c(c2)NC(=O)CS3)cc1OC | 5% | 2% | 11% | i | 15%
CCCCOc1ccc(C(=O)NCC(=O)N2CCN(Cc3ccc4c(c3)OCO4)CC2)cc1 | -4% | ? | 29% | 3.8% | -2%
CCO[C@@H]1OC(C(=O)N2CCN(Cc3ccc4c(c3)OCO4)CC2)=C[C@H](c2coc3ccccc3c2=O)[C@H]1CCCO | -7% | 37% | 34% | i | -3% | inhibitors of VEEV 10K pilot screen=0.9
COc1cccc(CN2CCC(n3nccc3NC(=O)CCCc3ccccc3)CC2)c1O | 0% | 8% | 25% | i | 6%
COc1ccc(C)cc1S(=O)(=O)Nc1ccc(F)cc1 | 16% | -11% | / | i | -6%
CCCCOc1ccccc1C(=O)NNC(=S)NC(=O)c1ccccc1[N+](=O)[O-] | -5% | ? | 78% | >13µM* | -3%
CC(NC(=O)COC(=O)c1ccc([N+](=O)[O-])o1)c1ccccc1 (stereo not drawn) | -1% | ? | 65% | i | /
COc1ccc(NS(=O)(=O)c2cccc(C(=O)NC3CCN(Cc4ccccc4)CC3)c2)cc1 | -2% | 7% | 20% | 0.2% | -9%
O=C(c1ccc([N+](=O)[O-])cc1)N1CCOC12CCN(c1ncc(C(F)(F)F)cc1Cl)CC2 | -11% | 4% | -1% | 0.7% | -12%
O=C(NC1CCN(Cc2ccccc2)C1)c1cc(COc2ccc(F)cc2F)on1 (stereo not drawn) | 7% | -2% | 26% | 0.1% | -3%
COC(=O)/C=C/c1ccc2c(c1)S(=O)(=O)N(Cc1ccc(OC)cc1)[C@H]2CC(=O)OC | 14% | -3% | 49% | i | 15%
COC(=O)CSc1nc(NCc2ccccc2)nc(N(C)C)n1 | 11% | 14% | 19% | 0.8% | 1%
CCC(=O)Nc1ccc(NC(=O)c2cc3ccccc3o2)c(OC)c1 | -2% | 27% | 0% | 1.7% | 0%
CC(C)C(c1nnnn1C1CCCCC1)N1CCc2ccccc2C1 (stereo not drawn) | -4% | -4% | 21% | i | 16%
O=C(O)CC(NC(=O)/C(=C/c1ccccc1)NC(=O)c1ccccc1)c1ccccc1 (stereo not drawn) | -1% | -2% | -11% | 2.2% | 8%
CN(C)c1c([N+](=O)[O-])cc(N2C(=O)C=CC2=O)cc1[N+](=O)[O-] | 4% | / | / | 3.8% | /
O=C(Nc1cc(Sc2nc3ccccc3s2)cc([N+](=O)[O-])c1)c1ccccc1F | 8% | 1% | 27% | i | 4%
CCOc1cc(N2CCOCC2)c(OCC)cc1NC(=O)COC(=O)c1ccc(OC)c([N+](=O)[O-])c1 | -8% | / | / | 2.6% | /
Nc1cc(OC(=O)c2ccc(F)cc2)nn1S(=O)(=O)c1ccccc1 | 4% | 7% | -13% | 0.6% | -5%
O=C(c1cc(S(=O)(=O)N2CCOCC2)ccc1F)N(Cc1nnc(-c2ccccc2Cl)o1)C1CC1 | -8% | -5% | 8% | 9.0% | -6%

Ordered by heavy-atom count (smallest number first): seven of the compounds above
SMILES | H1N1 NS1A inhibition | H37Rv inhibition | M. tuberculosis | inhibitors of VEEV | Salmonella PhoP GFP | others
CN(Cc1ccccc1Cl)C(=O)c1cnccc1C(F)(F)F | -1% | 0% | -15% | i | -2%
CC(NC(=O)COC(=O)c1ccc([N+](=O)[O-])o1)c1ccccc1 (stereo not drawn) | -1% | ? | 65% | i | /
O=C(Nc1cc(Sc2nc3ccccc3s2)cc([N+](=O)[O-])c1)c1ccccc1F | 8% | 1% | 27% | i | 4%
O=C(O)CC(NC(=O)/C(=C/c1ccccc1)NC(=O)c1ccccc1)c1ccccc1 (stereo not drawn) | -1% | -2% | -11% | 2.2% | 8%
O=C(c1ccc([N+](=O)[O-])cc1)N1CCOC12CCN(c1ncc(C(F)(F)F)cc1Cl)CC2 | -11% | 4% | -1% | 0.7% | -12%
COc1ccc(NS(=O)(=O)c2cccc(C(=O)NC3CCN(Cc4ccccc4)CC3)c2)cc1 | -2% | 7% | 20% | 0.2% | -9%
CCO[C@@H]1OC(C(=O)N2CCN(Cc3ccc4c(c3)OCO4)CC2)=C[C@H](c2coc3ccccc3c2=O)[C@H]1CCCO | -7% | 37% | 34% | i | -3% | inhibitors of VEEV 10K pilot screen=0.9

Other entries follow.
SMILES | H1N1 NS1A inhibition | H37Rv inhibition | M. tuberculosis | inhibitors of VEEV | Salmonella PhoP GFP | others
COc1ccc(S(=O)(=O)N2CCN(CC(=O)Nc3cc(C(F)(F)F)ccc3Cl)CC2)cc1 | 0% | 1% | -3% | 0.1% | 11%
N#C/C(=C(/O)c1cccs1)c1nc2ccccc2[nH]1 | -7% | -2% | 16% | 3.9% | -4%
CSc1nc(SC)c2c3c(oc2n1)COC(C)(C)C3 | -3% | 5% | 13% | 5.7% | -3%
CN1CCN(C(=O)c2ccc3c(c2)N(Cc2ccc(F)cc2)C(=O)c2ccccc2S3=O)CC1 (stereo not drawn) | 0% | 0% | 14% | i | -5% | inhibitors of VEEV 10K pilot screen=0.2
Cc1ccc(/C=C/C(=O)NCCCN2CCN(CCCNC(=O)/C=C/c3ccc(C)o3)CC2)o1 | 0% | 2% | 2% | i | -6%
CC(N=Cc1c(O)[nH]c(=O)[nH]c1=O)c1ccccc1 (stereo not drawn) | -8% | 6% | -2% | 1.4% | 0%
CC(=O)c1cc(-c2ccccc2)n(CC(=O)NC2CCCCC2)c1C | -1% | 5% | 25% | i | -8% | inhibitors of VEEV 10K pilot screen=0.3
Cc1cccc(NC(=O)c2ccc(OCC(=O)NCc3ccccc3)cc2)c1C | 1% | -7% | -10% | 4.0% | -10% | inhibitors of VEEV 10K pilot screen=2.6
O=C1OCCN1c1ccccc1 | 3% | / | / | 0.9% | /
CCCOc1ccc(N2C(=O)CC(N(Cc3ccco3)C(C)=O)C2=O)cc1 (stereo not drawn) | -8% | -3% | -8% | 2.2% | 1%
CCOc1cc(N2CCOCC2)c(OCC)cc1NC(C)C(=O)N1CCN(CC)CC1 (stereo not drawn) | 2% | / | / | 0.8% | /
Cc1cnc(NC(=O)COc2ccccc2Cl)s1 | 0% | 5% | 0% | 4.1% | -5%
O=C(NC1(C(F)(F)F)C(=O)Nc2c1c(=O)[nH]c(=O)n2Cc1ccccc1)c1ccc(Cl)cc1 (stereo not drawn) | 0% | -1% | -10% | 0.5% | 4%
Cc1ccc([N+](=O)[O-])cc1S(=O)(=O)N1CCNCC1 | 1% | -3% | -18% | 0.2% | 9%
COc1ccc(NC(=O)Nc2sc(=S)n(C)c2C)cc1 | 14% | -8% | 10% | 0.6% | -1%
O=C(O)C1CC=CCC1C(=O)Nc1ccc(F)c(F)c1 (stereo not drawn) | 5% | -7% | -8% | 0.2% | 1%
O=C(c1ccccc1)N1CCCCC(Cl)C1=O (stereo not drawn) | 0% | -4% | -11% | 0.8% | 1%
N#CC1=C(N)Oc2c(c(=O)oc3ccccc23)C1c1ccc(OC(=O)N2CCOCC2)cc1 (stereo not drawn) | -5% | 3% | 7% | 0.3% | 17%
Cc1ccc(-n2c(C)cc3c2CCCC3=O)cc1 | 8% | 4% | 37% | 2.5% | 8%
CCCNC(=O)C12CCC(C)(c3nc4cc(C)c(C)cc4nc31)C2(C)C (stereo not drawn) | 1% | 3% | 5% | 6.3% | -17%

Compounds as they come, and some 1.6% of all compounds hit somewhere here.
